Assay outcomes deposited in PubChem BioAssay by several laboratories.
TNAP activation fold = human TNAP enzyme activators, primary screen, biochemical, luminescent, no phosphate acceptor, uHTS (AID 1001); Alkaline phosphatase, tissue-nonspecific isozyme (Homo sapiens); purified TNAP, luminescent activation assay, no phosphate acceptor; higher activation fold means a stronger effect; one-dose activation fold at 20 µM; EC50 in µM for titrated hits; hit rate 0.03% among 200,000; in the data active means activation fold from about 3, or a potency from the dose series; inactive means the rest, 99 in 100 with activation fold below about 1.6; further: many of its hits are not listed in these tables
SIAH1 antagonists = Siah-1 peptide-binding antagonists, primary screen, biochemical, fluorescence polarization, rhodamine-plectin, uHTS (AID 1817); one-dose displacement, % at 20 µM; IC50 in µM for titrated hits; E3 ubiquitin-protein ligase SIAH1 (Homo sapiens); hit rate 0.02% among 290,000; Siah-1 / rhodamine-plectin peptide fluorescence polarization; higher % means a stronger effect;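 active means displacement of at least 50% at 20 µM, with a fluorescence ratio check between 0.3 and a set limit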;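 further: plate controls were Siah plus tracer with DMSO for no effect and tracer alone without Siah for full effect; strong numbers were not always called active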
XIAP displacement = XIAP antagonists, biochemical, IAP family, fluorescence polarization (AID 1018). XIAP BIR domain, fluorescence polarization peptide displacement; higher % means a stronger effect. displacement, % at 20 µM, or IC50 in µM where a hit was titrated. hit rate 0.007% among 200,000. E3 ubiquitin-protein ligase XIAP (Homo sapiens); in the data active means displacement above about 50%; further: a part of the inactive calls stands beside numbers as strong as those of hits
M17LAP inhibition = P. falciparum M17LAP inhibitors, primary screen, biochemical, fluorogenic H-Leu-NHMec substrate, 1536-well (AID 1619) | recombinant M17LAP, H-Leu-NHMec fluorogenic kinetic assay; higher % means a stronger effect | hit rate 0.38% among 220,000 | inhibition, % at 30 µM; hits with a dose series show IC50 in µM;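 active means compound inhibiting the enzyme by more than half at any dose during confirmatory dose-response retesting; inconclusive means strong single-dose inhibitors picked by rank but not retested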;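 further: plate controls were full reaction with DMSO carrier for no effect and no enzyme background for full effect; strong numbers were not always called active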
human PMI inhibitors = human PMI inhibitors, high substrate, primary screen, biochemical, fluorescence intensity, high mannose 6-phosphate (AID 1220); hit rate 0.66% among 190,000; inhibition, % at 20 µM, or IC50 in µM where a hit was titrated; recombinant PMI enzyme, coupled fluorescence intensity; higher % means a stronger effect; Mannose-6-phosphate isomerase (Homo sapiens)
PMI inhibitors = inhibitors of human PMI, primary screen, biochemical, fluorescence intensity, coupled assay (AID 1209) | purified PMI enzyme, coupled fluorescence intensity; higher % means a stronger effect | inhibition, % at 20 µM, or IC50 in µM where a hit was titrated | hit rate 0.42% among 190,000;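 further: plate controls were DMSO vehicle for no effect and wells lacking substrate for full effect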
UTI89 phage lysis = inhibition of K1F phage lysis, E. coli UTI89, bacterial capsule biogenesis inhibitors, alamar blue (AID 488966). E. coli UTI89 K1F phage lysis, alamar blue, 2 h; higher % means a stronger effect. hit rate 0.02% among 340,000. inhibition, % at 100 µM, or IC50 in µM where a hit was titrated;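 active means phage lysis inhibition, versus mean bacterial control, above a set limit; inconclusive means no clear call, values can overlap the other calls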;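 further: capsule biogenesis inhibitors block K1F phage lysis so surviving cells raise fluorescence; higher fluorescence means more inhibition of phage lysis; actives were called in the ten point dose series up to 300 µM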
Lipid droplet = inhibitors of hepatocyte lipid droplet formation, primary screen, imaging, high-throughput imaging, BODIPY stain | AML12 mouse hepatocytes, oleate lipid droplets | hit rate 0.4% among 240,000 | inhibition, % at 6.5 µM;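 active means lipid droplet intensity inhibited by at least 50%, with more than 500 cells counted; inconclusive means wells with under 300 cells, treated as cytotoxic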
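Material: mouse AML12 hepatocyte cell line, fixed after treatment; Timing: compound with oleate, overnight; Technique: high-content imaging of BODIPY-stained droplets and DAPI nuclei; Probe or stimulus: oleate, 100 µM final; Dosing: compound at 6.5 µM only.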
P. falciparum M1AAP = P. falciparum M1AAP inhibitors, biochemical, fluorogenic H-Leu-NHMec substrate, 1536-well (AID 1445); Aminopeptidase N (Plasmodium falciparum (isolate 3D7)); recombinant M1AAP, H-Leu-NHMec fluorogenic kinetic assay; higher % means a stronger effect; inhibition, % at 30 µM, or IC50 in µM where a hit was titrated; hit rate 0.42% among 220,000;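 active means primary inhibition above the hit cutoff, then over 50% inhibition at one or more dose response concentrations, cut at about 23% in these data, passing the limit was not always enough; inconclusive means conflicting primary data, or primary hits not chosen for dose response; inactive means low primary inhibition, or under 50% at every dose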;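 further: plate controls were DMSO full reaction for no effect and no enzyme background for full effect; strong numbers were not always called active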
Lipid droplet cells 6.5 µM = also measured in Lipid droplet; calls as there; cell count; measured here: cell count, cytotoxicity flag;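 cells counted across two imaged fields per well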
* marks the source's active call; other numbers are inactive results; u = inconclusive; x = no result given; [ ] = remark or other dose. Unless noted, no stated cut-off is given here; in the data, active means inhibition above about 50%; inactive means the rest.

The opening 2 compounds as a preview:
SMILES	TNAP activation fold	SIAH1 antagonists	XIAP displacement	M17LAP inhibition	human PMI inhibitors	PMI inhibitors	UTI89 phage lysis	Lipid droplet	Lipid droplet cells 6.5 µM	P. falciparum M1AAP
CCOC(=O)c1nnn(-c2nonc2-n2cccc2)c1CN1CCC(C)CC1	1	-2%	-1.9%	-2%	-4%	11%	0.8%	x	x	3%
COC(=O)Cc1ccc(NC(=S)NCCSc2ccc(C)cc2)cc1	1.2	-1%	-6.4%	-10%	14%	20%	0.1%	-3	688	-4%

Main list, from the start:
SMILES	TNAP activation fold	SIAH1 antagonists	XIAP displacement	M17LAP inhibition	human PMI inhibitors	PMI inhibitors	UTI89 phage lysis	Lipid droplet	Lipid droplet cells 6.5 µM	P. falciparum M1AAP
CCOC(=O)c1nnn(-c2nonc2-n2cccc2)c1CN1CCC(C)CC1	1	-2%	-1.9%	-2%	-4%	11%	0.8%	x	x	3%
COC(=O)Cc1ccc(NC(=S)NCCSc2ccc(C)cc2)cc1	1.2	-1%	-6.4%	-10%	14%	20%	0.1%	-3	688	-4%
COc1cccc(NC(=S)N2CCc3cc(OC)c(OC)cc3C2)c1	x	-3%	x	8%	x	x	-2.6%	25	709	3%
CCOc1cc(C(=O)OCC(=O)Nc2cc(C)on2)cc(OCC)c1OCC	1	0%	-9.1%	-1%	5%	6%	2.2%	13	793	-2%
O=C(NCCc1ccccc1)C(c1ccccc1)N(C(=O)c1csnn1)C1CC1 (stereo not given)	1.1	8%	-1.9%	8%	0%	7%	-0.1%	-27	671	0%
CCCNC(=O)c1cccc(Cn2cc(Br)c([N+](=O)[O-])n2)c1	1	5%	0.7%	14%	-8%	-8%	1.1%[50 µM]	-5	735	1%
O=C(NCc1nc2ccccc2[nH]1)c1cccc(S(=O)(=O)N2CCOCC2)c1	1	-3%	-1.7%	-10%	-13%	-10%	7.3%	-1	743	5%
O=C(NC1CCCc2ccccc21)C1CCN(S(=O)(=O)N2CCCCCC2)CC1 (stereo not given)	1.1	0%	-4.2%	10%	7%	5%	0.1%	x	x	-1%
O=C(Cc1ccc(Br)cc1)NNC(=O)Nc1ccc(Cl)cc1	1.1	26%	-1.4%	-2%	2%	3%	1.5%	2	681	-2%
O=C(O)c1ccccc1C(=O)OCc1ccccc1	1	-5%	-12%	-6%	4%	13%	0.2%	18	825	-2%
CC(=O)Nc1ccc(S(=O)(=O)Oc2cccc(N3C(=O)C4CCCCC4C3=O)c2)cc1 (stereo not given)	1.1	5%	-0.6%	14%	-3%	-2%	0.1%	x	x	3%
CCCCOc1ccc(NC(=O)CN2CCN(C(=O)OCC)CC2)cc1	1.1	0%	-4.9%	21%	-9%	-9%	-0.1%	-5	715	1%
COc1cccc(NC(=O)COC(=O)/C=C/c2ccc(Cl)cc2Cl)c1	1	10%	0.4%	12%	4%	7%	-1.5%	-1	669	-3%
NC(N)=Nc1nc2cc([N+](=O)[O-])ccc2o1	1.1	5%	-8.7%	x	5%	4%	-0.3%	-3	690	x
CN1C(=O)c2c(sc3c2CCCC3)NC1c1ccccc1O (stereo not given)	1.1	2%	-9.3%	10%	-18%	2%	x	17	702	9%
COc1ccc(/C=N/n2c(-c3n[nH]c4c3CCC4)n[nH]c2=S)c(OC)c1OC	x	-4%	x	5%	x	x	0.3%	-1	754	2%
Cc1cc(Br)ccc1NC(=S)N1CCOCC1	x	11%	x	4%	x	x	-0.6%	11	684	5%
Cc1cccc(C)c1NC(=O)C(=O)NCCCN1CCOCC1	1.2	7%	-2.2%	2%	-6%	-7%	5.1%	12	714	4%
O=C(NCc1ccccn1)c1ccc(Cl)cc1Cl	1.1	-1%	4.6%	5%	5%	12%	8.4%	-1	773	4%
CC(=O)N1CCN(C(=O)CCc2c[nH]c3ccccc23)CC1	1.1	0%	-7.2%	5%	-10%	-9%	-0.9%	x	x	-9%
CC(C)(C)OC(=O)N1CCOCCOCCN(C(=O)OC(C)(C)C)CCOCC1	1.1	-2%	-1.0%	-7%	-6%	-3%	2.0%	x	x	-2%
CCn1c(COc2ccccc2)nnc1SCC(=O)Nc1cc(OC)ccc1OC	1.1	-4%	-0.4%	9%	2%	-8%	-0.5%	x	x	0%
Cn1c(SCC(=O)OCc2ccccc2)nnc1-c1ccco1	1.1	-3%	-18%	9%	-2%	1%	1.2%	-5	745	1%
CCCOc1ccc(Cc2nc(N)nc(N)n2)cc1	1.1	4%	-4.9%	6%	-11%	-10%	-0.4%	x	x	-6%
CCCN(N=Nc1cccc([N+](=O)[O-])c1)c1cccc([N+](=O)[O-])c1	1.1	-1%	2.9%	5%	10%	13%	2.9%	2	759	2%
ONC=Nc1cccc2nonc12	1	15%	-6.0%	55%	11%	3%	0.2%	x	x	4%
O=C(NCC(=O)N(Cc1ccco1)C(C(=O)NC1CCCCC1)c1cccnc1)c1cccs1 (stereo not given)	1.1	3%	-20%	9%	-2%	-5%	-0.1%	10	803	-1%
COCCCNC(=S)NNC(=O)Cn1nc(C)c(Br)c1C	1.8	-3%	-2.2%	4%	-1%	17%	4.1%	14	704	-8%
CCN(C(=O)COC(=O)c1ccc2[nH]c3c(c2c1)CCCC3)C1CCS(=O)(=O)C1 (stereo not given)	1.1	3%	-3.0%	3%	-6%	-1%	2.3%	-2	606	0%
C#CCOCCOCCOCCNc1nc(N2CCN(C(=O)C(Cc3ccc(O)cc3)n3cc(C(N)CC(C)C)nn3)CC2)nc(N2CCN(C(=O)C(Cc3ccc(O)cc3)n3cc(C(N)C(C)CC)nn3)CC2)n1 (stereo not given)	1.3	-4%	-8.4%	-4%	-6%	-10%	-0.6%	5	741	-10%
CCn1c(CNC(=O)c2ccc(OC)cc2)nnc1SC	1.2	3%	-4.5%	-3%	5%	2%	-0.9%	x	x	3%
CSc1ccc(/C=N/N2CCN(C)CC2)cc1	1.1	1%	-6.4%	-2%	-2%	-14%	0.0%	-2	671	2%
CNC(=O)COC(=O)c1cc(NC(=O)c2ccco2)c(OC)c(OC)c1	1	-2%	-4.2%	-15%	7%	8%	-1.8%	-5	812	-1%
O=C(O)CSc1ncnc2nc[nH]c12	0.9	4%	-2.8%	-5%	-4%	0%	-3.9%	5	750	-5%
N/C(=N\OC(=O)CCC1CCCCC1)c1cccc([N+](=O)[O-])c1	1.1	4%	-2.7%	1%	-4%	-7%	0.2%	x	x	4%
COc1ccc(CNC(=O)Nc2cccs2)cc1OC	1.1	-1%	-5.9%	-1%	-8%	1%	0.9%	x	x	7%
COCn1c(-c2ccc(OC)cc2)nc2ccccc21	1.1	-3%	-2.8%	1%	-1%	48%	4.2%	0	717	-5%
COc1ccc(C(=O)Nc2ccc(C3=NNC(=O)CC3C)cc2NC(=O)c2ccc(OC)cc2)cc1 (stereo not given)	1	18%	-4.8%	5%	14%	20%	-0.9%	-1	698	2%
O=C(NN1CCOCC1)c1cc(-c2ccccc2)nc2ccccc12	1.1	4%	-4.4%	13%	9%	11%	0.2%	x	x	12%
CC1(C)COC(/C=C/c2ccc([N+](=O)[O-])cc2)=N1	1.1	2%	4.8%	11%	-6%	2%	3.4%	-20	709	6%
CN(C)c1ccc(/C=N/NC(=O)c2ccco2)cc1	1.1	7%	-7.2%	42%	0%	11%	0.2%	-2	569	12%
Cc1cccc2[nH]c3c(N4CCN(C(=O)c5ccco5)CC4)ncnc3c12	1	-3%	-6.0%	-6%	9%	10%	0.0%	x	x	7%
NNC(=O)Nc1cccc(C(F)(F)F)c1	1.1	-3%	0.2%	-3%	-6%	3%	0.1%	11	734	-4%
O=C(Cn1c(=O)n(CC(=O)NCc2ccccc2)c2ccccc21)NCc1ccccc1	1.4	16%	-6.1%	-3%	-9%	-7%	0.2%	x	x	-3%
O=C(N/N=C/c1ccncc1)c1ccc(NC(=O)c2cccc(Cl)c2)cc1	1.1	34%	-1.0%	2%	-23%	-20%	3.6%	1	706	7%
O=C(/C=C/c1ccco1)Nc1nnc(-c2ccco2)s1	1.1	1%	0.0%	27%	-1%	-1%	0.1%	0	641	-1%
CCC(C)(C)NC(=O)C(c1ccncc1)N(Cc1ccc(C)cc1)C(=O)c1csnn1 (stereo not given)	1.1	-1%	3.1%	0%	8%	1%	0.9%	16	732	4%
O=C(CCn1c(=O)c2ccccc2n(CC(=O)NC2CCCC2)c1=O)NCc1ccco1	1	2%	-3.7%	4%	-9%	-7%	0.5%	4	730	7%
N#Cc1c(NC(=O)CSc2nnc(-c3ccco3)n2-c2ccccc2)sc2c1CCC2	1	4%	-11%	25%	-8%	-3%	0.8%	2	767	u
COc1ccc(C(=O)C(OC(=O)CNC(=O)c2ccco2)c2ccccc2)cc1 (stereo not given)	1	-4%	-6.4%	25%	9%	8%	0.6%	x	x	2%
COc1cccc(NC(=O)c2cc(CN3C(=O)c4ccccc4C3=O)ccc2OC)c1	1.1	16%	-4.0%	-16%	4%	-2%	0.5%[50 µM]	-1	618	0%
C/C(=N\NC(=S)NCc1ccccc1)c1ccc(Cl)s1	1.2	-2%	-3.8%	-1%	21%	7%	-0.3%	4	698	8%
Clc1ccccc1-c1nc2ccccc2c2nncn12	1.1	2%	-3.8%	-6%	6%	9%	1.2%	0	766	13%
NC(=O)CC(NC(=O)Cc1cccc2ccccc12)c1ccc(NC2CCC2)c([N+](=O)[O-])c1 (stereo not given)	x	0%	x	15%	x	x	1.0%	2	674	5%
COC(=O)CSc1nnc(-c2ccco2)n1-c1ccc(C)cc1	1.2	3%	1.7%	14%	-3%	-4%	0.4%	x	x	1%
COc1ccc(NC(=O)C2OC3OC(C)(C)OC3C3OC(C)(C)OC23)cc1 (stereo not given)	1	-4%	-4.7%	-2%	10%	12%	7.8%	-13	676	7%
O=C(NCc1ccc(Cl)cc1)c1cc2c(nc3sccn32)s1	1	-1%	-4.5%	13%	-10%	-24%	0.4%	x	x	8%
Cc1sc2nc3c(SC(C)C(=O)O)cc(C(=O)c4ccccc4O)cn3c(=O)c2c1C (stereo not given)	0.9	-11%	-15%	55%	69%*	21%	-1.6%[50 µM]	-10	646	58µM*

This is a random part of the collection; about 1.9% have a hit in one of these screens.
